IMPase inh – membrane-permeable compound that blocks inositol monophosphatase | P97697 | CHO-M1 cells, IP1 accumulation, HTRF TR-FRET ratio | inhibition (IP1 accumulation), % at 46.1 µM | 120,000 tested, under 10 active | AID 901; active = well fitted curve in the direction sought with a large enough effect in the signal ratio, not every such curve was filed as active; inconclusive = small, poorly fitted or top-dose-only effect, or a change in a side signal; inactive = no such curve, though single readings can be large or run the other way; the % refers to the signal ratio;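 note: cells stimulated with carbachol in lithium chloride buffer; plate controls were DMSO basal wells for no effect and reference inhibitor wells for full effect; higher means more IMPase inhibition seen as more IP1 and lower FRET ratio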
Target sequence (P97697 whole entry, looked up): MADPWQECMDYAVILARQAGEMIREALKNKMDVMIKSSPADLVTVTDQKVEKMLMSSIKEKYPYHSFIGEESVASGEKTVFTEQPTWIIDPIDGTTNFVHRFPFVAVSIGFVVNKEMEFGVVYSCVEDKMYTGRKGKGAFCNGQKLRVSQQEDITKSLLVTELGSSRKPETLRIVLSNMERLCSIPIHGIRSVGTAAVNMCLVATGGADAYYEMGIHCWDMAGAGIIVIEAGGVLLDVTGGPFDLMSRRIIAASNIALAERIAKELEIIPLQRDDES
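Elevated IP1 in lysates lowers TR-FRET signal (665/620 ratio and 620 channel reported). Cells were CHO-M1, given carbachol (50 uM as added) plus 50mM LiCl, pH 7.4, 30 min, 37C; compounds titrated up to 46 uM; AC50 by Hill equation.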
ALOX15B inhib – blocks human 15-lipoxygenase 2 activity; O15296; purified 15hLO-2, xylenol orange hydroperoxide absorbance; Potency, µM (series often up to 57.1 µM), inactives show at the top dose activity change, negative = inhibition, hits mostly inhibitors; 0.56% of 110,000 active; AID 881; note: potency is the fitted concentration of half-maximal effect; nearly all actives have a fitted effect of over 60% in size; many of its hits are not listed in these tables
Target sequence (O15296 whole entry, looked up): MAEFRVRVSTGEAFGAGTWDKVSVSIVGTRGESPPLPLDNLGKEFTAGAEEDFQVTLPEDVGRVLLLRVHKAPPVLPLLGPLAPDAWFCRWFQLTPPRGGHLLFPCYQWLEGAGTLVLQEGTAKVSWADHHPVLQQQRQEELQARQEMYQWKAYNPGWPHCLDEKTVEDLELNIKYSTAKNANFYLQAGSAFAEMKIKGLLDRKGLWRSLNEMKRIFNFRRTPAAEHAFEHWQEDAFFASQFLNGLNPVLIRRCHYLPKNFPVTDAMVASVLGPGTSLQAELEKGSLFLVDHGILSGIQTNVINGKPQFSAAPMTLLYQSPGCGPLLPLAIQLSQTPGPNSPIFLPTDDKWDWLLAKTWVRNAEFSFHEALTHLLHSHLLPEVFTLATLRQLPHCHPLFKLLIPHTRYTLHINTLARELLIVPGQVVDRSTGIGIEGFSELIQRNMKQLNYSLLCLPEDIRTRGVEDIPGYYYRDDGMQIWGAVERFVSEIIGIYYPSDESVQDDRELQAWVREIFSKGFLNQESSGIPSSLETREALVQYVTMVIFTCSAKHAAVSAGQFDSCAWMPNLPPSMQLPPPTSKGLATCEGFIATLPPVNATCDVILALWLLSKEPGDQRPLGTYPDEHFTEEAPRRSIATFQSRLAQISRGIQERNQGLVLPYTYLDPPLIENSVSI
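Purified human 15hLO-2 (50 nM) preincubated 15 min with compound, then 45 uM arachidonic acid for 90 min at RT in 25 mM Hepes pH 7.5, 0.01% Triton X-100. Hydroperoxide detected by Fe-xylenol orange; 573/405 nm absorbance ratio.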
ALOX12 inhib – inhibitors of human 12-lipoxygenase (ALOX12); P18054; purified 12-hLO, xylenol orange hydroperoxide absorbance; Potency, µM (doses to about 57.1 µM), without a hit: at the top dose activity change, negative = inhibition, actives largely listed as inhibitors; 0.12% of 150,000 active; AID 1452; note: potency is the fitted concentration of half-maximal effect; nearly all actives have a fitted effect of over 55% in size; many of its hits are not listed in these tables
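Hydroperoxide formation by human 12-lipoxygenase from 40 uM arachidonic acid was followed colorimetrically via ferric-xylenol orange complex, using the 573/405 nm absorbance ratio. Enzyme concentration was 150 nM, with 30 min reaction at room temperature.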
PNC assembly inh – perinucleolar compartment assembly inhibition; activity change (PNC), negative = inhibition, % at 10 µM; PC3M PTB-GFP, PNC prevalence imaging, 16 h; active compounds read low; 3.1% of 140,000 active; AID 2417;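 active = readout at or below -70, meaning at least 70% loss of cells showing the perinucleolar compartment, a nuclear body marking cancer cells; inconclusive = readout between -30 and a set limit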;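 note: plate controls were DMSO wells for no effect and camptothecin positive control wells for full effect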
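Compounds are pinned in duplicate onto adhered PC3M cells stably expressing GFP-tagged PTB and incubated 16 h at 37 C. Cells are then fixed, nuclei stained with Hoechst, and PNC-positive cells counted.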
* marks the source's active call; other numbers are inactive results; ? = inconclusive; · = not tested or not shown. Unless noted, calls come from the whole dose curve; as a rule, active = well fitted curve in the direction sought with a large enough effect; inconclusive = small, poorly fitted or top-dose-only effect, or another doubt; inactive = no such curve, though single readings can be large; an effect the other way counts as inactive or inconclusive. Unless noted, % is set by controls: 0 for no effect and ±100 for the full control effect. These rows are one share of the data; rates above refer to the full screens.

The line under a structure holds: PNC assembly inh	ALOX15B inhib	ALOX12 inhib	IMPase inh
1: CCOc1ccc(-n2c(=S)sc3c(=O)[nH]c(SCC(=O)N4CCC(C)CC4)nc32)cc1
→ -3	-17%	-7%	-4
2: CCOc1cc(S(=O)(=O)Nc2ccc(Cl)cn2)ccc1Cl
→ ?	·	0%	-4
3: N#Cc1c(-c2ccccc2)ccnc1Oc1ccccc1
→ -96*	-7%	2%	0
4: Cc1cc(-n2nc(C)cc2C)nc(NS(=O)(=O)c2ccccc2Cl)n1
→ -30	-4%	2%	-7
5: CCOC(=O)C1CCCN(C(=O)N2CCOCC2)C1 (stereo not drawn)
→ 6	0%	-5%	6
6: N=C1C(c2ccccc2)=C(O)C2CCc3ccccc3N12 (stereo not drawn)
→ -7	5%	-2%	3
7: O=C(CN1CCN(c2ncccn2)CC1)N(Cc1ccccc1)c1ccc(F)cc1
→ -2	-14%	-3%	2
8: COc1cccc(C(=O)N2CCCc3ccccc32)c1
→ -85*	-1%	-3%	-3
9: COc1ccc(C(C)(C)C)cc1NC(=O)c1cc(S(=O)(=O)N(C)C)ccc1N1CCCC1
→ -1	·	-2%	·
10: COCCn1c(=S)[nH]c2cc(C(=O)N3CCC(C(N)=O)(N4CCCCC4)CC3)ccc2c1=O
→ -26	3%	-8%	0

Whole records, looked up by structure.
COCCn1c(=S)[nH]c2cc(C(=O)N3CCC(C(N)=O)(N4CCCCC4)CC3)ccc2c1=O is entered as PNC assembly inh: -26; ALOX15B inhib: 3%; ALOX12 inhib: -8%; IMPase inh: 0
N#Cc1c(-c2ccccc2)ccnc1Oc1ccccc1 is entered as PNC assembly inh: -96*; ALOX15B inhib: -7%; ALOX12 inhib: 2%; IMPase inh: 0

Of the compounds above, these contain a halogen.
The line under a structure holds: PNC assembly inh	ALOX15B inhib	ALOX12 inhib	IMPase inh
2: CCOc1cc(S(=O)(=O)Nc2ccc(Cl)cn2)ccc1Cl
→ ?	·	0%	-4
4: Cc1cc(-n2nc(C)cc2C)nc(NS(=O)(=O)c2ccccc2Cl)n1
→ -30	-4%	2%	-7
7: O=C(CN1CCN(c2ncccn2)CC1)N(Cc1ccccc1)c1ccc(F)cc1
→ -2	-14%	-3%	2

New compounds follow
The line under a structure holds: PNC assembly inh	ALOX15B inhib	ALOX12 inhib	IMPase inh
11: Cc1cccc(/C=N/n2c(-c3ccccn3)n[nH]c2=S)c1
→ 8	·	1%	-22
12: O=C(CCCC(=O)OCC(=O)c1ccc(Cl)cc1Cl)Nc1cc(C(F)(F)F)ccc1Cl
→ 104	?	-14%	5
13: CCOC(=O)C1C(=O)NC(N2CCN(CC)CC2)=NC1c1ccccc1 (stereo not drawn)
→ 11	1%	19%	4
14: CCOc1cc(C(=O)Nc2ccc3c(c2)OCO3)ccc1OC(F)F
→ ?	4%	-19%	6
15: OC(COC(c1ccc(F)cc1)c1ccc(F)cc1)CN1CCc2ccccc2C1 (stereo not drawn)
→ ?	·	-3%	7
16: O=C(COC(=O)C(O)c1ccccc1)c1ccc2c(c1)OCCO2 (stereo not drawn)
→ 7	·	-4%	0
17: CCOc1ccc(-c2nnn(CC(=O)NCc3cccs3)n2)cc1
→ -2	-5%	0%	?
18: COc1ccc(N/N=C(/N=Nc2nc(C)cc(=O)[nH]2)c2ccccc2)cc1
→ -7	18%	-14%	11
19: O=C1C=C(NCCO)C(=O)c2cnccc21
→ ·	?	-9%	·
20: CCOC(=O)CSC1=C(C#N)C(c2ccco2)C(C(=O)OCc2ccccc2)=C(C)N1 (stereo not drawn)
→ -22	-9%	-12%	14
21: CCCCCCNC(=O)CC(NS(=O)(=O)c1ccc(NC(C)=O)cc1)C(C)C (stereo not drawn)
→ -3	2%	-3%	0
22: CCN(CC)S(=O)(=O)c1ccc(NC(=O)c2ccc(N(C)S(C)(=O)=O)cc2)cc1
→ ?	·	-1%	6
23: COc1cccc(-n2c(CN3CCN(c4cccc(C)c4)C(C)C3)nc3ccc([N+](=O)[O-])cc3c2=O)c1 (stereo not drawn)
→ ?	·	-3%	·
24: CCCCC(NS(=O)(=O)c1ccc(OC)cc1)C(=O)O (stereo not drawn)
→ -100*	6%	-5%	0
25: CC1CCc2c(sc3nc(CN4CCOCC4)nc(NS(=O)(=O)c4cccc([N+](=O)[O-])c4)c23)C1 (stereo not drawn)
→ -13	-5%	-13%	3
26: C=CCn1c(-c2cc(Cl)ccc2OC)n[nH]c1=S
→ -27	2%	0%	-23
27: CC(=O)Nc1nonc1-c1ccccc1
→ ?	-8%	-12%	-6
28: COc1cc(/C=C/C(=O)c2ccc(NS(=O)(=O)c3ccc(C)cc3)cc2)ccc1OC(F)F
→ -28	·	-23%	·
29: O=C(COC(=O)COc1ccc(Br)cc1)NCCC1=CCCCC1
→ -29	·	-7%	-3
30: CN(CC(=O)NC(=O)NCc1ccco1)Cc1nc2ccccc2c(=O)[nH]1
→ 2	5%	0%	2
31: COc1ccc(Nc2nc(-c3cccs3)cs2)c(OC)c1
→ -2	-10%	-9%	3
32: CCN(C(=O)CN1CCN(S(=O)(=O)c2cc(Cl)ccc2Cl)CC1)c1c(N)n(Cc2ccccc2)c(=O)[nH]c1=O
→ ?	·	-1%	·
33: CCn1ncc(C2=NOC(C(=O)Nc3ccccc3C(=O)OC)C2)c1C (stereo not drawn)
→ 19	3%	-6%	5
34: O=C1CCCC2=C1C(c1ccccn1)Nc1ccc(C(=O)c3ccccc3)cc1N2 (stereo not drawn)
→ ?	·	0%	·
35: O=c1c2ccccc2nc(SCc2cc(F)ccc2F)n1C1CCCC1
→ -9	9%	2%	-5
36: CCCCN(CCCC)CC1OCc2ccccc2CO1
→ 21	0%	4%	?
37: Cc1ccc(/C=N/Nc2ccnc3cc(Cl)ccc23)c(C)c1
→ ?	·	3%	-8
38: O=C(Nc1nc(-c2ccccc2)c(C(=O)c2ccccc2)s1)c1ccc(S(=O)(=O)N2CCCCC2)cc1
→ 4	·	2%	·
39: NC1(C(=O)O)C[C@H](C(=O)O)[C@H](C(=O)O)C1 (stereo partly drawn)
→ ·	10%	-6%	10
40: CC1CC(C)CN(C(=O)CCNS(=O)(=O)c2cccs2)C1 (stereo not drawn)
→ 9	·	0%	·
41: O=S(=O)(N/N=C\c1cccn1-c1ccccc1)c1ccc2ccccc2c1
→ 1	-25%	-16%	4
42: CC(C)C(NC(=O)/C=C/c1cccc([N+](=O)[O-])c1)C(C)C
→ 11	·	-2%	·
43: COc1cc(CNC2CCCc3ccccc32)cc(OC)c1OC (stereo not drawn)
→ 65	·	-1%	·
44: COc1ccc(C(=O)Nc2ccc(Cl)cc2C(=O)NCc2ccco2)cc1OC
→ ?	-2%	-6%	6
45: O=C(/C=C/c1ccccc1)NNC(=O)c1cccnc1
→ 44	-4%	9%	0
46: COc1ccc(C(=O)NCc2cccnc2)cc1
→ ?	·	3%	4
47: COCCCNC(=O)CCCOc1ccccc1
→ ?	6%	-4%	5
48: Cc1cc(C)nc(NC(=O)c2ccc(Cl)cc2[N+](=O)[O-])c1
→ ?	·	2%	·
49: COc1ncnc2c1N=C1CC(C)(C)CC(N)=C1S2
→ 28	-14%	-2%	?
50: Cc1ccc(C(=O)CC2(O)C(=O)N(Cc3ccccc3)c3ccccc32)o1 (stereo not drawn)
→ 44	-6%	1%	15
51: CC(C)OC(=O)CSc1nc2c(c(C3CC=CCC3)c1C#N)CCC2 (stereo not drawn)
→ 4	-7%	0%	3
52: CCOC(=O)N1CCN(c2cc3nccnc3cc2F)CC1
→ -27	-9%	-3%	-7
53: O=C(O)CC1S/C(=N/N=C2CCCCC2)N(c2ccccc2)C1=O (stereo not drawn)
→ -10	·	2%	·
54: CCOC(=O)c1c(NC(=O)C2C3C=CC(C3)C2(C)C(=O)O)sc2c1CCCC2 (stereo not drawn)
→ -26	·	0%	·
55: CCC(=O)Nc1ccc(C(=O)n2nc(C)cc2C)cc1
→ 10	-1%	3%	-1
56: O=S(=O)(c1ccc(OCc2nc3ccccc3s2)c(Cl)c1)N1CCOCC1
→ -23	11%	-4%	7
57: Cc1cc(C(=O)NCC(=O)OCC(=O)N(C)C2CCCCC2)ccc1[N+](=O)[O-]
→ -5	·	1%	·
58: COc1cc(C(=O)OC(C)C(=O)NCC2CCCCC2)cc(NC(=O)c2ccco2)c1OC (stereo not drawn)
→ 41	-22%	6%	-29
59: N/C(CCN1CCCCC1)=N/O
→ -4	0%	2%	7
60: COc1nccnc1NS(=O)(=O)c1ccc(NC(=S)NC(=O)c2ccccc2)cc1
→ 26	·	?	-7

Four records drawn at random from the list so far, as already listed:
The line under a structure holds: PNC assembly inh	ALOX15B inhib	ALOX12 inhib	IMPase inh
55: CCC(=O)Nc1ccc(C(=O)n2nc(C)cc2C)cc1
→ 10	-1%	3%	-1
60: COc1nccnc1NS(=O)(=O)c1ccc(NC(=S)NC(=O)c2ccccc2)cc1
→ 26	·	?	-7
58: COc1cc(C(=O)OC(C)C(=O)NCC2CCCCC2)cc(NC(=O)c2ccco2)c1OC (stereo not drawn)
→ 41	-22%	6%	-29
57: Cc1cc(C(=O)NCC(=O)OCC(=O)N(C)C2CCCCC2)ccc1[N+](=O)[O-]
→ -5	·	1%	·

Remaining list, next part
The line under a structure holds: PNC assembly inh	ALOX15B inhib	ALOX12 inhib	IMPase inh
61: COc1ccc(-c2c(C)nc(N)nc2-c2ccc(OCc3ccc(C)cc3)cc2O)cc1OC
→ -26	·	3%	·
62: COc1ccc(/C=C/C(=O)c2ccc3c4c(cccc24)CC3)cc1OC
→ -3	·	-3%	·
63: COc1cccc(NC(=O)c2oc3ccccc3c2NC(=O)C2CC2)c1
→ -7	12%	-7%	0
64: CCN(Cc1ccccc1)Cc1c(F)cccc1F
→ ?	-1%	-9%	2
65: CSc1ccccc1NC(=O)c1ccc(Br)o1
→ -29	-3%	-5%	-5
66: COC(=O)c1ccc(NC(=O)CSc2nnc(COc3ccccc3)n2C)cc1
→ ?	0%	5%	7
67: CCC(=O)Nc1c2c(nn1-c1ccc(C)cc1C)CSC2
→ -27	-10%	-15%	?
68: C=CCN1C(=O)N/C(=C/c2ccccc2OCC(=O)Nc2ccc(F)cc2)C1=O
→ 38	·	-3%	·
69: Cc1ccccc1C(=O)N/N=C/c1ccc([N+](=O)[O-])s1
→ ?	-15%	-20%	2
70: Cc1cc2ncn(C(=O)c3cc(-c4ccccc4)nc4ccccc34)c2cc1C
→ ?	·	0%	·
71: COCC(C)NC(=O)NC1(C(F)(F)F)Oc2ccc(Cl)cc2O1 (stereo not drawn)
→ ?	-10%	?	3
72: O=c1cc(CO)oc(C(Nc2ccccn2)c2cccc(F)c2)c1O (stereo not drawn)
→ -9	?	?	-1
73: COC(=O)c1ccc(C(NC(=O)OCc2ccccc2)/C(F)=C/[C@@H](C)C(=O)N[C@@H](CO)Cc2ccccc2)cc1 (stereo partly drawn)
→ ·	-13%	0%	·
74: O=c1c2c3c(sc2n2cnnc2n1CCc1ccccc1)CCCC3
→ -20	-16%	-4%	-5
75: CCc1nc2oc3cc(OC)ccc3c(=O)c2c(=O)n1Cc1ccco1
→ ?	-12%	-11%	1
76: O=S(=O)(c1cccc2nsnc12)N1CCOCC1
→ 18	-8%	4%	-5
77: COc1ccc(C2=NN(C(C#N)c3ccc(OC)c(OC)c3)C(c3ccccc3)C2)cc1 (stereo not drawn)
→ 7	15%	-28%	3
78: COCCn1c(SCC(=O)N2CCCc3ccccc32)nnc1-c1ccoc1C
→ -12	·	4%	9
79: CCOc1cccc2cc(C(=O)N3CCc4ccccc4C3)c(=O)oc12
→ 28	-7%	-9%	-8

Screening results deposited in PubChem by National Center for Advancing Translational Sciences (NCATS).
